All columns: NCI-60 one-dose screen, growth in % after 48 h at 10 µM unless noted; 100 = growth as untreated, 0 = no growth, -100 = all killed.
MALME-3M: MALME-3M melanoma | AID 1794766 | hit rate 5.8% among 78,000
UACC-257: UACC-257 melanoma | hit rate 4.4% among 78,000
SK-MEL-2: SK-MEL-2 melanoma. hit rate 4.7% among 77,000
UACC-62: UACC-62 melanoma; AID 1794756; hit rate 5.4% among 81,000
LOX IMVI: LOX IMVI melanoma; hit rate 7.4% among 79,000
SK-MEL-5: SK-MEL-5 melanoma | hit rate 6.4% among 80,000
MDA-MB-435: MDA-MB-435 melanoma; hit rate 7.8% among 82,000; AID 1794794
SK-MEL-28: SK-MEL-28 melanoma; hit rate 4.1% among 81,000; AID 1794761
* hit, by the source's call; · = no result given; & = joins results of further samples. How the source made its calls: active means growth percent below 10; inactive means the rest.

SMILES	MALME-3M	UACC-257	SK-MEL-2	UACC-62	LOX IMVI	SK-MEL-5	MDA-MB-435	SK-MEL-28
Nc1nc2c(s1)CCCc1ccn(S(=O)(=O)c3ccccc3)c1-2	102	73	102	97	94	92	109	112
O=C1/C(=C\C=C\c2ccccc2)CCC/C1=C/C=C/c1ccccc1	·	109	107	85	102	106	·	122
NCCNc1nc2ccccc2c2c(=O)c3cc(F)cc(F)c3sc12	111	111	105	105	94	100	106	119
CC(=O)O[C@@H]1C[C@]2(C)[C@@H](C(C)=O)CC[C@H]2[C@@H]2CCC3=CC(=O)CC[C@]3(C)[C@H]21	106	94	108	101	103	102	107	109
CC(C)(C)c1cc(-c2nc3ccc(N4CCN(S(C)(=O)=O)CC4)cc3[nH]2)cc(C(C)(C)C)c1O	82	99	94	95	92	96	94	94
N#Cc1c2c([nH]c(=O)c1C#N)/C(=C/c1cccnc1)CC2	105	102	87	98	90	94	101	100
O=C1NC(=O)/C(=C/c2c(-c3ccccc3)nc3sc(COc4ccccc4)nn23)S1	102	104	92	90	57	98	102	110
COc1ccc(N2CCN(C(=O)CCSc3nc4sc5c(c4c(=O)n3Cc3ccccc3)CCCC5)CC2)cc1	97	103	110	84	87	82	89	81
O=C1NC(=S)NC(=O)C1Nc1ccc(Cl)cc1	108	80	106	21	82	62	57	103
O=C1CC(=Nc2ccc([N+](=O)[O-])cc2)NN1c1c(Cl)cc(Cl)cc1Cl	85	96	109	99	97	95	104	106
CCCCCCCn1cc2c(NCCc3cccc(Br)c3)ncnc2n1	96	92	134	63	49	84	91	99
O=C(CCCCCCNC(=O)c1cc(=O)c(O)co1)Nc1ccccc1	107	97	104	101	100	101	102	105
CC(=O)c1cc[n+](C)cc1	100	110	101	105	98	103	103	100
N#Cc1ncc(-c2cccnc2F)c(NC2CCCCCC2)n1	124	98	100	87	93	101	106	97
CCCc1cc2c(cc1NC(=O)Cc1ccccc1)OCO2	93	104	101	91	99	97	110	108
N#Cc1c(-c2ccco2)nc2c(c(-c3ccccc3)nn2-c2ccccc2)c1-c1ccc(O)cc1	35	61	70	89	·	87	62	75
CCOC(=O)C(=O)c1ccccc1	110	103	·	111	106	100	106	111
COc1cc(Nc2cc(O)c3c(=O)cc(-c4ccccc4)oc3c2)cc(OC)c1OC	71	99	114	85	91	94	83	92
CCC(=O)N1N=C(c2ccc(-n3ccc(C(F)(F)F)n3)c(F)c2)CC1c1ccc[nH]1 (configuration not stated)	104	104	101	96	102	103	100	111
CCCc1cn(CC(=O)Nc2nc3ccccc3s2)nn1	101	106	105	98	97	99	105	103
Cc1sc2c(c1C)c(=O)nc1c(-c3nc(-c4ccccc4)no3)n[nH]n12	98	105	117	92	77	103	101	112
COc1ccc(-c2c(-c3ccc(OC)c(O)c3)cnc3ncnn23)cc1	111	105	107	99	100	·	108	114
O=C(O)c1cn(C2CC2)c2cc(N3CCN(Cc4n[nH]c(=S)o4)CC3)c(F)cc2c1=O	·	91	104	97	97	95	106	109
O=C(NNc1cn[nH]c(=O)c1Cl)/C(=C/c1ccc2c(c1)OCO2)NC(=O)c1ccccc1	105	104	112	94	95	84	97	104
COCc1cc(C(C)(C)C)ccc1O	95	90	89	95	100	103	105	107
CCOC(=O)c1cnc2ccc(OC)cc2c1Nc1cccc(S(=O)(=O)NC)c1	105	112	102	103	99	100	103	86
NCCCNc1nc2ccccc2c2c(=O)c3cccc(F)c3sc12	80	93	95	76	-97*	73	17	85
COc1ccc(/C=C(/NC(=O)c2ccccc2)C(=O)Nc2ccc(S(N)(=O)=O)cc2)cc1OC	101	101	102	94	100	99	107	109
O=S(=O)(O)CCN1CCN(CCO)CC1	118	96	114	114	102	115	111	120
CCC1(CC)C(C#N)C(=O)NC(=O)C1C#N (configuration not stated)	111	103	104	101	100	107	103	116
CC1(C)C(CC(=O)O)CC1C(=O)O (configuration not stated)	101	101	106	98	107	·	111	111
CC(=O)c1nn(-c2ccc(Cl)cc2)/c(=N\N=C\c2coc3ccc(F)cc3c2=O)s1	105	111	132	101	98	100	98	107
O=C1/C(=C\c2ccco2)SC(=S)N1CCc1ccc(O)cc1	82	90	104	85	·	97	94	98
CCOC(=O)c1nn(-c2ccc(C)cc2)c(=O)c2c(N)c(C#N)c(-c3ccc(OC)cc3)cc12	94	107	95	95	96	100	106	100
O=C(O)CCNCCO	105	117	113	99	102	97	101	105
CC(C(C(=O)N1CCCCC1)N1CCCCC1)N1CCCCC1 (configuration not stated)	118	101	111	102	107	112	109	107
CCCCCc1ccnc(CC(=O)c2ccc(OC)cc2)c1	90	91	98	90	85	79	102	104
Nc1c[nH]c2ccccc12	121	·	105	93	80	90	101	111
COC(=O)Nc1cccc2ccccc12	97	99	·	90	103	93	111	105
COc1ccc(C2C=C(c3ccc(NCc4nccc(OCC(F)(F)F)c4C)cc3)NC(N)=N2)cc1O (configuration not stated)	104	80	94	85	95	96	93	103
COc1ccccc1C(=O)Nc1c(C)cccc1Cl	92	102	103	90	92	95	99	113
S=c1c2ccccc2[nH]c2ccccc12	90	78	92	88	89	98	90	92
CC(=O)c1c(OCC#N)ccc2c(C)cc(=O)oc12	116	133	96	97	100	104	107	93
O=C1C(=O)c2c(nc3ncccn23)-c2ccccc21	-97*	-95*	-59*	-93*	-88*	-99*	-94*	-86*
O=C(NCCNc1nccc(-c2c(-c3ccc(F)cc3)nc3sccn23)n1)Nc1cccc(C(F)(F)F)c1	111	61	·	56	31	40	24	53
Oc1ccc2ccc3[nH]cnc3c2c1	97	92	93	88	85	106	131	117
CC(=O)OCC1=C(C(=O)O)N2C(=O)[C@@H](NC(=O)Cc3cccs3)[C@H]2SC1	108	109	114	101	106	105	105	105
O=C(O)CNC(=O)CN1C(=O)c2ccccc2C1=O	99	77	114	108	95	100	107	103
CN(C)CCCN(Cc1ccccc1O)C(=S)Nc1ccc(Cl)cc1	101	101	112	108	98	91	109	109
COc1ccc(Cn2cc3c(c2-c2ccccc2)CCCc2cnoc2-3)cc1[N+](=O)[O-]	61	75	60	52	88	71	1.8*	77

In another format: 15 of the compounds above
smiles | MALME-3M | UACC-257 | SK-MEL-2 | UACC-62 | LOX IMVI | SK-MEL-5 | MDA-MB-435 | SK-MEL-28
CC(C(C(=O)N1CCCCC1)N1CCCCC1)N1CCCCC1 (configuration not stated) | 118 | 101 | 111 | 102 | 107 | 112 | 109 | 107
CCCCCc1ccnc(CC(=O)c2ccc(OC)cc2)c1 | 90 | 91 | 98 | 90 | 85 | 79 | 102 | 104
Nc1c[nH]c2ccccc12 | 121 | · | 105 | 93 | 80 | 90 | 101 | 111
COC(=O)Nc1cccc2ccccc12 | 97 | 99 | · | 90 | 103 | 93 | 111 | 105
COc1ccc(C2C=C(c3ccc(NCc4nccc(OCC(F)(F)F)c4C)cc3)NC(N)=N2)cc1O (configuration not stated) | 104 | 80 | 94 | 85 | 95 | 96 | 93 | 103
COc1ccccc1C(=O)Nc1c(C)cccc1Cl | 92 | 102 | 103 | 90 | 92 | 95 | 99 | 113
S=c1c2ccccc2[nH]c2ccccc12 | 90 | 78 | 92 | 88 | 89 | 98 | 90 | 92
CC(=O)c1c(OCC#N)ccc2c(C)cc(=O)oc12 | 116 | 133 | 96 | 97 | 100 | 104 | 107 | 93
O=C1C(=O)c2c(nc3ncccn23)-c2ccccc21 | -97* | -95* | -59* | -93* | -88* | -99* | -94* | -86*
O=C(NCCNc1nccc(-c2c(-c3ccc(F)cc3)nc3sccn23)n1)Nc1cccc(C(F)(F)F)c1 | 111 | 61 | · | 56 | 31 | 40 | 24 | 53
Oc1ccc2ccc3[nH]cnc3c2c1 | 97 | 92 | 93 | 88 | 85 | 106 | 131 | 117
CC(=O)OCC1=C(C(=O)O)N2C(=O)[C@@H](NC(=O)Cc3cccs3)[C@H]2SC1 | 108 | 109 | 114 | 101 | 106 | 105 | 105 | 105
O=C(O)CNC(=O)CN1C(=O)c2ccccc2C1=O | 99 | 77 | 114 | 108 | 95 | 100 | 107 | 103
CN(C)CCCN(Cc1ccccc1O)C(=S)Nc1ccc(Cl)cc1 | 101 | 101 | 112 | 108 | 98 | 91 | 109 | 109
COc1ccc(Cn2cc3c(c2-c2ccccc2)CCCc2cnoc2-3)cc1[N+](=O)[O-] | 61 | 75 | 60 | 52 | 88 | 71 | 1.8* | 77

(further entries)
SMILES	MALME-3M	UACC-257	SK-MEL-2	UACC-62	LOX IMVI	SK-MEL-5	MDA-MB-435	SK-MEL-28
CCCC(C(=O)OCC)C(C)OC(=O)OCC (configuration not stated)	86	97	95	103	99	103	101	107
COc1ccccc1-c1ccc2nc(Nc3cc(N4CCN(CCO)CC4)nc(C)n3)sc2c1	113	94	104	104	86	82	92	97
O=C(O)c1ccccc1C(=O)c1ccc(Cl)cc1Cl	94	101	91	94	100	100	103	109
CCOC(=O)c1sc(NCC(=O)Nc2ccc(Br)cc2)c(C(=O)OCC)c1C	102	97	98	93	77	99	99	104
O=C(Nc1ccc(-c2ccc3c(c2)NC(=O)/C3=C\c2ccc[nH]2)cc1)Nc1ccc(Cl)c(Cl)c1	69	76	89	42	26	75	63	64
Cn1c(=O)c2c(ncn2CCC(=O)Nc2ccc(S(N)(=O)=O)cc2)n(C)c1=O	107	·	105	·	96	112	113	112
ClCCn1cnc2c(SCc3ccccc3)ncnc21	58	62	120	46	22	57	52	79
O=C1NC(=O)C(Cc2c[nH]c3ccccc23)N1 (configuration not stated)	98	99	103	93	101	101	96	105
CC(=O)C(CCC#N)(CCC#N)c1ccccc1	130	107	122	104	105	110	108	110
O=C(/C=C\c1cccc([N+](=O)[O-])c1)/C=C/c1cccc([N+](=O)[O-])c1	110	90	-38*	78	-90*	100	37	102
CC(=O)Oc1cc(OC(C)=O)cc(C(=O)Nc2ccc(C(C)C)cc2)c1	102	·	106	106	95	96	94	104
CN(N)C(=O)c1ccccc1	100	103	98	97	100	106	101	106
C=CCN1C(=O)/C(=C/C(=O)OC)S/C1=N\Nc1ccc([N+](=O)[O-])cc1[N+](=O)[O-]	99	109	105	82	96	91	101	109
Nc1cc(=O)[nH][nH]1	111&97	92&135	95&107	97&108	97&109	98&96	105&97	113&101
N#Cc1c(N)[nH]c(S)c1C#N	107	100	92	95	102	97	98	113
COc1ccc(/C=C/C(=O)c2ccc(Nc3nc(NCCO)nc(Nc4ccc(Cl)cc4)n3)cc2)cc1	97	100	98	70	62	67	65	79
Cn1c(=O)c(C#N)c(-c2ccco2)n2c(S(=O)(=O)Cc3ccccc3)nnc12	64	8.9*	59	75	92	90	83	99
CC(=O)Nc1nc(C)c(-c2n[nH]c(=S)n2C)s1	122	105	108	102	101	107	102	108
COc1cc(-c2cncn2-c2ccc(-c3nc4ccc(F)cc4s3)cc2)cc(OC)c1OC	103	80	103	71	79	57	87	94
CCOC(=O)Nc1ccccc1F	104	102	103	94	92	100	100	103
c1ccc2c([C@H]3CC[C@H](c4c[nH]c5ccccc45)c4[nH]c5ccccc5c43)c[nH]c2c1	74	92	66	60	77	81	81	90
CCOc1ccc(NC(=O)C2CCCN(C)C2)cc1 (configuration not stated)	111	115	·	100	108	105	106	232
O=C1C2=C(CCN(Cc3ccccc3)C2)N2CCN=C2N1Cc1cccs1	107	89	·	98	100	95	107	121
Cn1cc(-c2cc(-c3cn(C)c4ccc(Cl)cc34)on2)c2cc(Cl)ccc21	86	99	116	92	80	92	109	95
O=C(Nc1ccc([N+](=O)[O-])cc1)OC1CCS(=O)(=O)C1 (configuration not stated)	97	102	107	102	85	97	99	103
N#Cc1c(Cl)nc(SCc2ccc(F)cc2)nc1-c1ccc(F)cc1	112	100	98	86	90	86	99	104
CN(C)Cc1cc(OCc2ccccc2)cc(CN(C)C)c1O	112	116	103	105	96	98	103	106
CN1CC(c2nc3ccccc3s2)CC1=O (configuration not stated)	98	89	·	98	97	97	105	104
COC(=O)NN1CC(O)=C(c2nc(-c3ccc(F)cc3)cs2)C1=N	86	96	124	99	96	103	112	125
CS(=O)(=O)c1ccc(-c2nc3cc(Cl)ccc3n2CC(N)=O)cc1	100	91	88	89	96	99	102	95
CCOC(=O)C1=C(c2ccccc2)N=c2s/c(=C/c3ccc(Br)cc3)c(=O)n2C1c1ccc(OC)cc1 (configuration not stated)	92	100	96	73	94	97	97	100
CCOC(=O)C(Nc1ccc(SC)cc1)c1ccccc1 (configuration not stated)	93	95	115	104	103	100	93	100
C/C=C/CSC(C)(C)C(=O)NC	111	92	109	105	97	101	106	112
CC1(O)C(c2ccccc2)=Nc2ccccc21 (configuration not stated)	94	103	103	109	96	100	103	102
Cc1cccc(-c2nc(Nc3ccc(S(N)(=O)=O)cc3)c3ccccc3n2)c1	105	111	115	97	98	101	102	106
CCN(CCCNc1cc2c(c(N)c1S(=O)(=O)O)C(=O)c1ccccc1C2=O)c1ccccc1	97	102	103	92	95	95	106	102
CC(OC(=O)Nc1cccc(Cl)c1)C(=O)O (configuration not stated)	116	92	·	92	97	107	83	112
COc1c2ccoc2cc2oc(-c3ccccc3)cc(=O)c12	104	·	130	109	89	104	94	118
O=C(NCc1ccccc1)c1ccc(Cl)cc1	101&116	96&105	113&88	90	99	97&109	104&93	102&102
O=C1Nc2ccccc2/C1=C\c1c(-c2ccc(F)cc2)nc2ncccn12	97	113	102	92	90	100	107	125
COc1ccc(/C=C2\N=C(c3ccccc3)N(C(=O)c3ccc(O)cc3)NC2=O)cc1	102	88	·	90	91	104	99	103
NC(CCCCO)C(=O)O (configuration not stated)	86	94	107	96	102	108	103	115
Clc1ccccc1C(c1ccccc1)(c1ccccc1)n1ccnc1	40	54	48	41	36	-87*	34	55
O=C(COc1ccc(NC(=O)Nc2ccccc2)cc1)N=Nc1c(O)[nH]c2ccccc12	97	110	107	100	89	·	111	107

Assay outcomes (PubChem)
